Screening results from PubChem.
SKKanGAS inh – S. pyogenes SKKanGAS growth inhibitors in kanamycin, primary screen, streptokinase expression inhibitor project, SKKanGAS strain, BacTiter-Glo luminescence. 6 h. inhibition, % at 7.5 µM. 300,000 compounds, 1.3% hits;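 active = mean replicate score, as percent of positive control median, at least 50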;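 also: strain carries kanamycin resistance gene driven by streptokinase promoter and grows in 40 µg/ml kanamycin; loss of luminescence reflects streptokinase promoter inhibition or plain growth inhibition; 0% = median of DMSO wells and 100% = positive control at its reference dose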
TRPC6 activator – mouse TRPC6 channel activators, primary screen, cell-based, HEK293, membrane potential dye; Short transient receptor potential channel 6 (Mus musculus), Q61143; HEK293-TRPC6 membrane potential dye fluorescence; active compounds read high; B-score at 10 µM; 310,000 compounds, 0.13% hits;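 active = B-score of the integrated fluorescence ratio above library mean plus 3 SD, and starting fluorescence ratio within library mean plus 5 SD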;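 also: higher score means more depolarization so channel activation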
Target sequence (Q61143 whole entry, looked up): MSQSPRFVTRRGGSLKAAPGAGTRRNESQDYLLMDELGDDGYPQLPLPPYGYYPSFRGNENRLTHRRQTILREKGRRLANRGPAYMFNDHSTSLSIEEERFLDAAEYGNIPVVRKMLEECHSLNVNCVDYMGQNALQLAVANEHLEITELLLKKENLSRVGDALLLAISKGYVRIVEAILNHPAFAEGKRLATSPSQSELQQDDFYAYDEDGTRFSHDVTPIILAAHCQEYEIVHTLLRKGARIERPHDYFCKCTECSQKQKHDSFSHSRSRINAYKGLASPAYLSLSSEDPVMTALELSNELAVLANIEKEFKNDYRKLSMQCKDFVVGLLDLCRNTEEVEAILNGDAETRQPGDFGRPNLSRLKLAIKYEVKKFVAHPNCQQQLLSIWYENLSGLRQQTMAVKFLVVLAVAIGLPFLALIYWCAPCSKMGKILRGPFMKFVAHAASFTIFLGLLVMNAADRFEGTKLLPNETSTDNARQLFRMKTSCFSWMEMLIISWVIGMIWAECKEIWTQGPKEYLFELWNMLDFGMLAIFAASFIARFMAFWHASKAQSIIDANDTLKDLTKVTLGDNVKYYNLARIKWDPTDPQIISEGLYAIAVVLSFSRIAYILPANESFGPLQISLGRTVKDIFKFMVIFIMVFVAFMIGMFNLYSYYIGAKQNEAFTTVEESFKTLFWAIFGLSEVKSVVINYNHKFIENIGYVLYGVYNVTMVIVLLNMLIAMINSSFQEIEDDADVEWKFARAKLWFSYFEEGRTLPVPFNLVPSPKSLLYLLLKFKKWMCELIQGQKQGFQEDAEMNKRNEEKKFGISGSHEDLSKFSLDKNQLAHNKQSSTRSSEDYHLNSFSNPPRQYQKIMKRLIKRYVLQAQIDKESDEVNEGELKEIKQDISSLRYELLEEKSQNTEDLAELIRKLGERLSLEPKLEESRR
TRPC4 inh – inhibitors of mouse TRPC4 channel, primary screen, Fluo4 calcium, HEK293 TRPC4beta/mu-opioid cells | DAMGO-evoked Fluo4 calcium flux; active compounds read low | AID 2247, 2010 | B-score at 10 µM | 300,000 compounds, 0.39% hits | Short transient receptor potential channel 4 (Mus musculus), Q9QUQ5;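 active = B-score over 3 SD under the library average, no early fluorescence shift, positive overall ratio signal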
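Assay system: TRPC4beta/mu-opioid receptor HEK293 cell line; compound dosing: single concentration per test compound; detection: Fluo4 Ca2+ flux fluorescence; evaluation: per-well B score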
MrgX1 ag – agonists of human MrgX1 receptor, primary screen, HEK293 cells, Fluo-4 calcium flux; Mas-related G-protein coupled receptor member X1 (Homo sapiens), Q96LB2; B-score at 10 µM; Fluo-4 calcium fluorescence, agonist mode; active compounds read high; 310,000 compounds, 0.44% hits;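 active = calcium response B-score plate-corrected fluorescence ratio at least 3 library SD, with starting fluorescence B-score inside 5 SD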
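Assay system: MrgX1-expressing HEK293 cells / Amount: fifteen thousand cells per well / Doses: test compound in the initial addition of three / Timing: cells plated overnight, dye loaded 0.5 h 37 °C, 0.5 h room temperature / Technique: kinetic calcium dye fluorescence, Fluo-4 NW / Control set: positive and negative controls per plate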
MrgX1 allo act – positive allosteric modulators of MrgX1, primary screen, HEK293 cells, Fluo-4 calcium flux | Mas-related G-protein coupled receptor member X1 (Homo sapiens), Q96LB2 | FDSS; active compounds read high | B-score at 10 µM | 310,000 compounds, 0.63% hits | AID 588675, 2011;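 active = plate-corrected calcium response at least 3 library SD above typical, normal starting fluorescence, not activating the receptor alone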;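 also: compound read alongside a low EC10 to EC30 dose of BAM8-22 agonist; peak minus trough fluorescence over baseline measured at the second addition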
TRPC4 PAM – positive allosteric modulators of TRPC4, primary screen, cell-based, mouse TRPC4beta, HEK293 mu-opioid, Fluo-4 calcium; 310,000 compounds, 0.42% hits; AID 2227, 2009; DAMGO EC20, Fluo-4 Ca2+ flux; active compounds read high; B-score at 10 µM;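 active = B-score of calcium response area above 5 SD of library B-scores, with initial fluorescence ratio within 5 SD of library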;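 also: B-score of integrated fluorescence ratio over time as area under calcium response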
TRPC6 inhibitor – mouse TRPC6 channel inhibitors, primary screen, cell-based, HEK293, membrane potential dye. AID 2553, 2010. ACh-evoked depolarization; active compounds read low. Short transient receptor potential channel 6 (Mus musculus), Q61143. B-score at 10 µM. 310,000 compounds, 1.1% hits;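 active = B-score under library mean minus 3 SD, initial fluorescence not abnormally high, positive integrated signal ratio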;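 also: B-score derived from integrated fluorescence ratio over the kinetic read; more negative B-score means stronger inhibition of depolarization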
TMEM16A act – TMEM16A chloride channel activators or potentiators, primary screen, cell-based, HTS | Anoctamin-1 (Mus musculus), Q8BHY3 | HEK293 TMEM16A/YFP-H148Q/I152L, iodide quench fluorescence; active compounds read low | B-score at 10 µM | 340,000 compounds, 0.3% hits;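 active = fluorescence-ratio B-score plate-corrected deviation score at least 3 library SD below zero, with starting fluorescence score within 5 deviations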;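 also: channel opened by trigger with iodide after compound preincubation; score built on the fluorescence ratio of max minus min over baseline; more negative score means more quench and so TMEM16A activation or potentiation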
TMEM16A inh – TMEM16A chloride channel inhibitors, primary screen, cell-based, HTS. 310,000 compounds, 1.2% hits. HEK293 TMEM16A/YFP iodide influx fluorescence, ionomycin. normalized B-score (activity score, 25-100; higher = stronger inhibition) at 10 µM. Anoctamin-1 (Mus musculus), Q8BHY3;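 active = ratio plate-corrected score three or more library SD toward inhibition, starting fluorescence score within five deviations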;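 also: score derived from kinetic fluorescence span divided by baseline fluorescence per well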
MrgX1 antagonist – antagonists of human MrgX1 receptor, primary screen, HEK293 cells, Fluo-4 calcium flux; Mas-related G-protein coupled receptor member X1 (Homo sapiens), Q96LB2; BAM8-22 antagonism; active compounds read low; B-score at 10 µM; 310,000 compounds, 1.3% hits;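 active = calcium-response B-score plate-corrected more than 3 library SD below zero, starting fluorescence within 5 deviations, no agonist response on first addition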;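 also: peak minus trough fluorescence over baseline after final BAM8-22 challenge near maximal dose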
TRPC4 agonist – activators of mouse TRPC4 channel, primary screen, Fluo4 calcium, HEK293 TRPC4beta/mu-opioid cells | Short transient receptor potential channel 4 (Mus musculus), Q9QUQ5 | Fluo4 calcium fluorescence; active compounds read high | B-score at 10 µM | 310,000 compounds, 0.49% hits;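 active = B-score above 5 SD of library B-scores, and initial fluorescence ratio not above library mean plus 5 SD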;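 also: positive B-score marks a calcium rise read as TRPC4 activation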
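System – HEK293 cells stably co-expressing mouse TRPC4beta and mu-opioid receptor · Signal – Fluo4 calcium-sensitive dye fluorescence, kinetic, 1 Hz baseline · Benchmarks – buffer (low) and maximal DAMGO (high) · Read-out – B score of integrated fluorescence ratio per well · Incubation – dye loading 45 min room temperature, 110 s kinetic read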
* = called active by the depositor; i = inactive; . = no result given.

compound | SKKanGAS inh | TRPC6 activator | TRPC4 inh | MrgX1 ag | MrgX1 allo act | TRPC4 PAM | TRPC6 inhibitor | TMEM16A act | TMEM16A inh | MrgX1 antagonist | TRPC4 agonist
CCOc1ccc(-c2nc(-c3cccnc3)no2)cc1 | -3 | i | i | i | i | i | i | i | i | i | i
Cc1ccc(S(=O)(=O)NCc2ccncc2)cc1C(=O)NCC(C)C | -3 | i | i | i | i | i | i | i | i | i | i
C=CCOc1cccc(C2c3c(oc4ccccc4c3=O)C(=O)N2c2ccccn2)c1 (stereo not given) | 6 | i | i | i | i | i | i | i | i | i | i
CC(C)CC1NC(=O)N(CCCCN2C(=O)c3ccccc3C2=O)C1=O (stereo not given) | -2 | i | i | i | i | i | i | i | i | i | i
COc1cc([N+](=O)[O-])ccc1NC(=O)NCc1ccco1 | -23 | i | i | i | i | i | i | i | i | i | i
O=C(CSc1nnnn1-c1ccc2c(c1)OCO2)NCc1cccs1 | 2 | i | i | i | i | i | i | i | i | i | i
COc1cc(Cl)ccc1OCc1cc(C(=O)NC(C)Cc2cccnc2)no1 (stereo not given) | -4 | i | i | i | i | i | i | i | i | i | i
COC(=O)C1(C)NC(c2ccccc2C)C2C(=O)N(c3ccc(F)cc3)C(=O)C21 (stereo not given) | 0 | i | i | i | i | i | i | i | i | i | i
CCc1ccc(OCC(=O)NC(=S)Nc2ccc(C(C)=O)cc2)c(Br)c1 | -3 | i | i | i | i | i | i | i | i | i | i
CCOc1ccccc1-n1ccn(CC(=O)Nc2ccc(Br)cc2F)c(=O)c1=O | 2 | i | i | . | . | i | i | i | . | . | i
COc1cccc(NC(=O)CCC2CCN(C(=O)c3scnc3C)CC2)c1 | 0 | i | i | i | i | i | i | i | i | i | i
CCOC(=O)C1CCCN(C(=O)c2ccc(S(=O)(=O)N3CCCC3)cc2)C1 (stereo not given) | 9 | i | i | i | i | i | i | i | i | i | i
CC1CCN(C(=O)CSc2nnc(CNC(=O)COc3ccc(Cl)cc3)o2)CC1 | -5 | i | i | i | i | i | i | i | i | i | i
COc1ccc(-n2c(Cc3cccn3C)nnc2SCC(=O)N2CCC(C)CC2)cc1 | 2 | i | i | i | i | i | i | i | i | i | i
Cc1nccn1S(=O)(=O)c1cc([N+](=O)[O-])ccc1Cl | -3 | i | i | i | i | i | i | i | i | i | i
CCOC(=O)C1CCCN(C(=O)c2ccc3c(c2)N(C)C(=O)/C(=C/c2ccccc2Cl)S3)C1 (stereo not given) | 105* | i | i | i | i | i | i | i | i | i | i
CCc1ccc(-n2c(C)cc(/C=N/NC(=O)OC)c2C)cc1 | 1 | i | i | i | i | i | i | i | i | i | i
O=C(Nc1ccc(F)cc1F)NC1CC(=O)N(Cc2ccccc2)C1 (stereo not given) | 2 | i | i | i | i | i | i | i | i | i | i
COC(=O)C1=C(C)NC(C)=C(C(=O)OC)C1c1ccc2ccccc2n1 | -3 | i | i | i | i | i | i | i | i | i | i
CCSc1nc2sc3c(c2c(=O)n1-c1ccc(C)cc1)CCN(C)C3 | 7 | i | i | . | . | i | i | i | . | . | i
COc1ccc(C(C#N)Nc2ccccc2OC)cc1 (stereo not given) | -3 | i | i | i | i | i | i | i | i | i | i
Cc1cc(C)c(S(=O)(=O)NC2CC3CCC2C3)c(C)c1 (stereo not given) | 4 | i | i | i | i | i | i | i | i | i | i
Cc1csc(SC(C)C(=O)NCC2CCCCC2)n1 (stereo not given) | 8 | i | i | i | i | i | i | i | i | i | i
CC(C)C(NC(=O)c1ccccc1)C(=O)NCc1ccccn1 (stereo not given) | -1 | i | i | i | i | i | i | i | i | i | i
COc1ccc(-c2cnnc(N/N=C/C(C)=C/c3ccccc3)n2)cc1 | -5 | i | i | i | i | i | i | . | i | i | i
O=C(CSc1nc2c(sc3ccccc32)c(=O)n1CCCN1CCOCC1)NC1CCCC1 | 4 | i | i | i | i | i | i | i | i | i | i
COc1ccc(CNCc2ccc(C(F)(F)F)cc2)cc1OC | -1 | i | i | i | i | i | i | i | i | i | i
COc1cccc(NC(=O)Nc2ccc(Br)cn2)c1 | -8 | i | i | i | i | i | i | i | i | i | i
C/C(=N\N=C(/N)SC1CC(=O)N(c2ccccc2)C1=O)c1cccs1 (stereo not given) | 2 | i | i | i | i | i | i | i | i | i | i
Cc1ccccc1OCC(=O)NNC(=O)c1cc(S(=O)(=O)N2CCOCC2)ccc1N1CCCC1 | 18 | i | i | i | i | i | i | i | i | i | i
CC1CC(CC(C)C(=O)Nc2nncs2)C(=O)O1 (stereo not given) | 0 | i | i | i | i | i | i | i | i | i | i
Cc1ccc2c(c1)N(CCCC(=O)NCCC1=CCCCC1)C(=O)CO2 | 13 | i | i | i | i | i | i | i | i | i | i
O=C(NN1C(=O)c2cc(Br)ccc2NC1c1ccccc1Cl)c1ccncc1 (stereo not given) | -7 | i | i | i | i | i | i | i | i | i | i
C(#Cc1ccc(C#CCN2CCCC2)cc1)CN1CCCC1 | 3 | i | i | . | . | i | i | i | . | . | i
CN1CCN(c2ccc(Cl)cc2NC(=O)CCN2C(=O)c3ccccc3C2=O)CC1 | 8 | i | i | i | i | i | i | i | i | i | i
CCOC(=O)C1C(=O)N(O)CC1c1cccc(Oc2ccccc2)c1 (stereo not given) | 1 | i | i | i | i | i | i | i | i | i | i
COc1ccc(C)cc1NC(=O)CSc1nc(=O)n(CCCN2CCOCC2)c2c1CCCC2 | -10 | i | i | i | i | i | i | i | i | i | i
COc1ccc(OC)c(S(=O)(=O)N2CCCCCC2)c1 | 0 | i | i | i | i | i | i | i | i | i | i
CC1CCN(CCCNC(=O)C2CCN(S(=O)(=O)N3CCC4(CC3)OCCO4)CC2)CC1 | 1 | i | i | i | i | i | i | i | i | i | i
CC(=O)NC(=S)Nc1ccccc1N1CCCCC1 | -4 | i | i | i | i | i | i | i | i | i | i
Cc1cc(C)cc(N2CC(C(=O)O)CC2=O)c1 (stereo not given) | -1 | i | i | i | i | i | i | i | i | i | i
O=C(COC(=O)c1cc(=O)[nH]c2ccccc12)Nc1nc(-c2ccccc2)cs1 | -4 | i | i | i | i | i | i | i | i | i | i
Cc1cc(OCC(=O)N2CCN(c3ccccn3)CC2)cc(C)c1Br | 18 | i | i | i | i | i | i | i | i | i | i
C[n+]1cc(C(=O)N2CCCCC2)ccc1/C=C/c1c[nH]c2ccccc12 | 4 | i | i | i | i | i | i | i | i | i | i
CCOC(=O)c1cn(CC(=O)Nc2ccccc2C(=O)OCC)nn1 | -11 | i | i | i | i | i | i | i | i | i | i
COc1cccc(CN2CCN(Cc3[nH]c4ccccc4c3C)CC2CCO)c1 (stereo not given) | 0 | i | i | i | i | i | i | i | i | i | i
CCC(C)C1C(C#N)=C(N)Oc2n[nH]c(C)c21 (stereo not given) | -6 | i | i | i | i | i | i | i | i | i | i
CC1CCN(CCOc2cc(Cl)ccc2Cl)CC1 | -7 | i | i | i | i | i | i | i | i | i | i
Cc1ccc(N2CC(C(=O)OCC(=O)c3c(N)n(CC(C)C)c(=O)n(C)c3=O)CC2=O)cc1 (stereo not given) | 2 | i | i | i | i | i | i | i | i | i | i
COc1ccccc1NC(=O)CSc1ccc2nnc(CCNC(=O)c3ccccc3)n2n1 | 8 | i | i | i | i | i | i | i | i | i | i

Carrying on.
compound | SKKanGAS inh | TRPC6 activator | TRPC4 inh | MrgX1 ag | MrgX1 allo act | TRPC4 PAM | TRPC6 inhibitor | TMEM16A act | TMEM16A inh | MrgX1 antagonist | TRPC4 agonist
COc1ccc(OCC(=O)Nc2ccc(C)c(S(=O)(=O)N(C)C)c2)cc1 | -11 | i | i | i | i | i | i | i | i | i | i
COCC(=O)N(Cc1cc2cc(C)ccc2[nH]c1=O)c1ccc(C)c(C)c1 | -7 | i | i | i | i | i | i | i | i | i | i
O=C(O)CCC(NS(=O)(=O)c1ccc(-c2ccccc2)cc1)C(=O)O (stereo not given) | -6 | i | i | i | i | i | i | . | i | i | i
COCCCn1c(=O)/c(=C\c2ccc(OC(F)F)c(OC)c2)s/c1=C(/C#N)C(N)=O | -17 | i | i | i | i | i | i | i | i | i | i
CC1CCN(C(=O)c2ccc(-n3cnnn3)cc2)CC1 | 6 | i | i | i | i | i | i | i | i | i | i
COC(=O)c1ccccc1NC(=S)NC(=O)c1ccc(C)cc1 | -1 | i | i | 37* | i | i | i | i | i | i | i
O=C(CSc1ccc2nnc(-c3ccccc3)n2n1)NCc1ccco1 | 4 | i | i | i | i | i | i | i | 100* | i | i
COc1ccc(NC(=S)N(CCCN2CCOCC2)C(C)c2cc3cccc(OC)c3o2)cc1 (stereo not given) | -2 | i | i | i | i | i | i | i | i | i | i
CN(C(=O)c1ccc(C#N)cc1)c1nnc(-c2ccccn2)s1 | 5 | i | i | . | . | i | i | i | . | . | i
CC1=C(C)/C(=N/OC(=O)c2cccc([N+](=O)[O-])c2)C=CC1=O | -1 | i | i | i | i | i | i | i | i | i | i
CCCCNC(=O)C1CCC(CNS(=O)(=O)c2c(C)cc(C)cc2C)CC1 (stereo not given) | -2 | i | i | i | i | i | i | i | i | i | i
CC1=NN(S(=O)(=O)c2ccc(C)cc2)C(=O)c2ccccc2O1 | 0 | i | i | i | i | i | i | i | i | i | i
CCOc1ccccc1OCC(=O)Nc1cc2c(cc1C(=O)O)OCCCO2 | 0 | i | i | i | i | i | i | i | i | i | i
CC(=O)c1cc(C#N)c(N2CCCC2)nc1C | 4 | i | i | i | i | i | i | i | i | i | i
Cc1cc(NC(=O)CCC(=O)N(CC(=O)NC2CCCC2)c2cccc(F)c2)no1 | 2 | i | i | i | i | i | i | i | i | i | i
